# Screening results deposited in PubChem BioAssay by National Center for Advancing Translational Sciences (NCATS).
# a7 integrin act: activates integrin-mediated alleviation for muscular dystrophy | alpha7betagal myoblasts, beta-gal FDG fluorescence, 48 h | Potency, µM (titrated, usually from 38.3 µM), for the others: top-dose activation, hits mostly activators | 350,000 compounds, 0.064% hits | AID 624291;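 further: potency means the concentration at half of the fitted maximal effect; 100% = response of the positive control SU9516; nearly all actives have a fitted effect of over 60% in size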
#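 Alpha7betagal+/- myoblasts (passage 13) were plated 16-24 hr, then exposed to compounds (1:260 dilution of DMSO stock) for 48 hours at 37C. After MPER lysis, β-galactosidase reporter activity was read as FDG fluorescence (ex 480/em 540) after 30 minutes.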
# USP2a inh: blocks human ubiquitin-specific protease USP2a; AID 463254; O75604; USP2 core, Ub-CHOP2 coupled fluorogenic reporter, 485/531; 330,000 compounds, 0.01% hits; Potency, µM (series often up to 38.3 µM), for inactives: at the top dose activity change, negative = inhibition, most hits filed as inhibitors;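 further: potency means the concentration at half of the fitted maximal effect; plate controls were DMSO wells for no effect and full inhibition by NEM control for full effect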
# Target sequence (O75604 whole entry, looked up): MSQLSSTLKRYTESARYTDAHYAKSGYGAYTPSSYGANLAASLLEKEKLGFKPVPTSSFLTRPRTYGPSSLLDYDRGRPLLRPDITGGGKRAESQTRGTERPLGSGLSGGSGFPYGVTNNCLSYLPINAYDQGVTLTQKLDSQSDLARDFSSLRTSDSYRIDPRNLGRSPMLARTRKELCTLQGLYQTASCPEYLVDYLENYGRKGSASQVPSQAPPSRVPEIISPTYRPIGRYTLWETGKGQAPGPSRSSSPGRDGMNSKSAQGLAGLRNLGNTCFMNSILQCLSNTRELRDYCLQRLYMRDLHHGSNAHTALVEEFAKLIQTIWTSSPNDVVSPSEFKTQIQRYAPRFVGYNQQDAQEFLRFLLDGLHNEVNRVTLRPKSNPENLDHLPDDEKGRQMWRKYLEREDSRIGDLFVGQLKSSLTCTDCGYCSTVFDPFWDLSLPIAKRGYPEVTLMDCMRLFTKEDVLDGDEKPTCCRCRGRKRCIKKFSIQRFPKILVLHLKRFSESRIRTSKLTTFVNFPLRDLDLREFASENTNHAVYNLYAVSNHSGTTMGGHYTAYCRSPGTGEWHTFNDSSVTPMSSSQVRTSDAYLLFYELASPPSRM
#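 Cell-free coupled assay: 10nM USP2 core preincubated 30min RT with compound in Tris-HCl pH 8.0/CaCl2/CHAPS buffer, then 25nM Ub-CHOP2 and 25nM reporter substrate; fluorescence (Ex 485/Em 531) read after 60min RT, normalized to NEM inhibition, concentration-response curves fitted.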
# uPA surface inh: inhibitors of cell surface uPA generation | cell surface uPA generation assay, qHTS | Potency, µM (titrated, usually from 38.3 µM), inactives show at the top dose activity change, negative = inhibition, usual class: inhibitors | 330,000 compounds, 0.31% hits | AID 540303; active means well fitted inhibition curve with a large enough effect; inconclusive means small, poorly fitted or top-dose-only effect; inactive means no such curve, though single readings can be large or run the other way; tested in mouse RAW 264.7 cells; further: potency means the concentration at half of the fitted maximal effect; on the % scale 0 is the no-effect control and ±100 the full control effect; nearly all actives have a fitted effect of over 55% in size
# p53 reactivation: re-activators of mutant p53 | H1299 p53-A138V BP100-luciferase reporter, luminescence, 24 h | 320,000 compounds, 0.063% hits | Potency, µM (titrated, usually from 92.2 µM), inactives show at the highest dose activity change, positive = activation, most hits filed as activators; further: potency means the concentration at half of the fitted maximal effect; % of control where 0% means no effect; nearly all actives have a fitted effect of over 45% in size
#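 H1299 (p53-null), stable ts p53-A138V + BP100-Luc; 1000 cells/well, Opti-MEM/10% FBS; cpd 4 pt, 1:5; 24 h, 37 deg C, 5% CO2; detection reagent 10 min RT; luminescence.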
# PTAP TSG101 blk: blocks PTAP/TSG101 interaction to inhibit HIV-1 budding. Potency, µM (titrated, usually from 115 µM), without a hit: at the top dose activity change, negative = inhibition, actives largely listed as inhibitors. AID 493005. 340,000 tested, under 10 active. Q99816. Fluorescence polarization, FITC-PTAP peptide / Tsg101 binding; active means well fitted inhibition curve with a large enough effect in the main read-out, with a control signal flat, not every such curve was filed as active; inconclusive means small, poorly fitted or top-dose-only effect, or effect the other way, or a change in a side signal; inactive means no such curve, though single readings can be large or run the other way; further: potency means the concentration at half of the fitted maximal effect; % of control where 0% means no effect
# Target sequence (Q99816 whole entry, looked up): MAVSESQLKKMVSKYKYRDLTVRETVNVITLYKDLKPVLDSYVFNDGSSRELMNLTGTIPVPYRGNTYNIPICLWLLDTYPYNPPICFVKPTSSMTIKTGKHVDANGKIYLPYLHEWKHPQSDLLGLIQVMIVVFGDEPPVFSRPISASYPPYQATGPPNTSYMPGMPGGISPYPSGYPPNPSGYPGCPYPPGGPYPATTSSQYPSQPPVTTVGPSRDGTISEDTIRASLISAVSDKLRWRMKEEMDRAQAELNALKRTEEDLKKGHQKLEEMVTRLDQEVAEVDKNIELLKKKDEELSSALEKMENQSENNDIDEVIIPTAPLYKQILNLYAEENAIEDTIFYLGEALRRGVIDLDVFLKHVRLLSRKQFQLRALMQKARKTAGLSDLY
#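 Fluorescence polarization binding of Tsg101 binding domain (10 uM final) to FITC-labeled PTAP peptide (50 nM final) in HEPES pH 7.5 buffer with NaCl, Tween 20, EDTA, TCEP. Compounds added before peptide; binding 20 min at RT.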
# ASM inhibitor: human S-ASM enzyme inhibition | placental ASM, HMU-PC fluorogenic substrate, 60 min | Potency, µM (titrated, usually from 57.5 µM), without a hit: at the highest dose activity change, negative = inhibition, most hits filed as inhibitors | 340,000 compounds, 0.006% hits | AID 504937; further: potency means the concentration at half of the fitted maximal effect
#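 Steps: dispense placental human ASM, pin compound, wait 10 min at room temperature, add HMU-PC0 substrate at 9 uM final, incubate 60 min at 37 °C, add stop solution raising pH to 10, read fluorescence.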
# BRCA1 expr act: activators of BRCA1 expression; MCF7-BRCA1-FFLuc reporter, luminescence, 48 h; response scale: scaled: vehicle 0%, 10 µM genistein 100%; Potency, µM (series often up to 46.1 µM), inactives show at the highest dose activation, usual class: activators; 380,000 compounds, 1.1% hits; AID 624202; further: potency means the concentration at half of the fitted maximal effect; nearly all actives have a fitted effect of over 80% in size; some results filed as inactive show a strong effect at the top dose
#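 Luminescence from a BRCA1-driven firefly luciferase in MCF7 cells was read after 48 h compound exposure at 37 C. Data normalized against DMSO and a 10microM genistein activation control, then curve-fitted across the titration.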
# ELG1 genotoxic: genotoxicity induction in ELG1-luciferase HEK293T cells; HEK293T ELG1-luciferase reporter, luminescence, 16 h; Potency, µM (series often up to 46 µM), without a hit: top-dose activity change, positive = activation, actives largely listed as activators; 330,000 compounds, 1.3% hits; AID 504466; further: potency means the concentration at half of the fitted maximal effect; % of control where 0% means no effect; nearly all actives have a fitted effect of over 60% in size
#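 HEK293T cells expressing luciferase-tagged ELG1 were exposed to compound or DMSO vehicle for 16 hr at 37 °C and 5% CO2. Luciferase activity was then measured with ONE-Glo after 30 min at room temperature.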
# B2AR arrestin: agonists driving beta-arrestin recruitment to human beta2-adrenergic receptor. P07550. beta-arrestin recruitment to beta2AR, cell-based reporter. Potency, µM (highest dose often 46.1 µM), for inactives: at the highest dose activation, usual class: activators. 330,000 compounds, 0.02% hits;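 further: potency means the concentration at half of the fitted maximal effect; 0% = DMSO controls and full agonism = EC100 isoproterenol or metaproterenol; nearly all actives have a fitted effect of over 65% in size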
# TRPV1 ag: human TRPV1 agonism; Q8NER1; TRPV1-expressing cells, Fluo-8 calcium influx, agonist mode; activation, % at 8.33 µM; 320,000 compounds, 0.19% hits; in the data active means activation above about 80%; inconclusive means between about 30% and that limit; further: 0% is about no effect
#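 Cells expressing TRPV1 were dye-loaded with Fluo-8 and read kinetically: 10 s baseline, 3 min after compound (agonist portion), then 2 min after EC20 capsaicin (allosteric enhancer portion). Calcium-bound dye fluorescence at 480/520 nm.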
# Eya2 inh: blocks the phosphatase activity of human Eya2 | O00167 | recombinant Eya2, OMFP fluorescence dephosphorylation (OMFP is methylfluorescein phosphate) | Potency, µM (series often up to 76.9 µM), for inactives: top-dose activity, negative = inhibition, most hits filed as inhibitors | 330,000 compounds, 0.006% hits | AID 488837; further: potency means the concentration at half of the fitted maximal effect; on the % scale 0 is the no-effect control and ±100 the full control effect
#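 Eya2 (0.2 uM) preincubated 10 min at ambient with compound, then OMFP substrate added at 50 uM; 10 min reaction in 50 mM HEPES pH 7.5, 50 mM NaCl, 5 uM MgCl2, 0.05% BSA, 1 mM DTT. Fluorescence read at Ex 485/Em 525 nm.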
# * = called active by the depositor; i = inactive; ? = inconclusive; nt = not tested or not shown; [ ] = another dose, or the depositor's remark. Unless noted, the call rests on the fitted dose curve; in most records, active means well fitted curve in the direction sought with a large enough effect; inconclusive means small, poorly fitted or top-dose-only effect, or another doubt; inactive means no such curve, though single readings can be large; an effect the other way counts as inactive or inconclusive.
# Values run as follows: p53 reactivation, a7 integrin act, BRCA1 expr act, B2AR arrestin, Eya2 inh, USP2a inh, TRPV1 ag, uPA surface inh, ASM inhibitor, PTAP TSG101 blk, ELG1 genotoxic
CCCCn1c(SCC(=O)c2ccc3c(c2)NC(=O)CO3)nc2cc(S(N)(=O)=O)ccc21
→ -6%, 16%, -15%, -0.1%, -5%, -7%, -1, -11%, -18%, -4%, 0%
CCC(CC)=NNC(=O)c1ccccc1OCc1ccc(F)cc1
→ -1%, 13%, -4%, -0.2%, -1%, -26%, 3, 2%, 3%, 1%, -1%
O=C(c1cnn2c(C(F)(F)F)cc(-c3cccs3)nc12)N1CCOCC1
→ 1%, -14%, -9%, -0.5%, 1%, -1%, 1, -3%, 264%[activator], -4%, -3%
CC(=O)Nc1ccc(NC(=O)CSCCc2ccccn2)cc1
→ -3%, -14%, -19%, -0.6%, 0%, -1%, nt, nt, 0%, -7%, 4%
O=C1COc2ccc(S(=O)(=O)Nc3ccc(F)cc3)cc2N1
→ 1%, 0%, -2%, 0.4%, -1%, -1%, 21, -9%, -1%, -2%, 0%
O=C1c2ccccc2-c2ccc(C(=O)N3CCOCC3)cc21
→ ?, 18%, -4%, 0.4%, 0%, 3%, 11, 3%, -2%, 1%, ?
CCSc1nnc(SCC(=O)NNC(=O)c2ccccc2F)s1
→ 23%, 5%, -3%, -0.5%, -4%, 4%, 2, -4%, nt, -2%, 6%
Cc1nn(C)cc1S(=O)(=O)Nc1ncccn1
→ 5%, -16%, 3%, -1.5%, 17%, 0%, ?, 0%, 3%, 0%, -8%
O=C(CCn1nnc(-c2cccs2)n1)N1CCc2ccccc2C1
→ -1%, -22%, -8%, -0.1%, -15%, 4%, 1, 6%, -2%, 6%, 7%
O=C(NC1CC1)C1CCN(C2CCN(C(=O)/C=C/c3ccc(F)cc3)CC2)CC1
→ 7%, -9%, 31%, -0.7%, 2%, -2%, -1, 1%, -1%, 0%, 0%
Cc1ccc(S(=O)(=O)c2cc(N3CCOCC3)nc(-c3ccccc3)n2)cc1
→ 6%, 3%, -5%, 0.1%, -9%, 3%, 4, 8%, -4%, -2%, 1%
Cc1ccsc1/C=N/NC(=O)c1cc(-c2ccncc2)nc2ccccc12
→ -9%, -24%, -89%, -0.9%, -6%, -2%, -7, -14%, -15%, -3%, 2%
C=CCn1c(-c2ccccc2)cc(SC)c(C#N)c1=O
→ -1%, -3%, 2%, 0.5%, 5%, 4%, 4, -6%, -4%, -5%, 1%
Fc1ccc(CNCc2ccccc2Cl)cc1
→ 3%, 15%, 21%, -0.5%, -1%, -1%, 2, -1%, 0%, -8%, -3%
COC(=O)c1ccc(NC(=O)CO/N=C2\CCCc3nonc32)cc1
→ -4%, 15%, -29%, -0.1%, -3%, 2%, -1, -1%, 5%, 0%, -15%

# Continued.
# Values run as follows: p53 reactivation, a7 integrin act, BRCA1 expr act, B2AR arrestin, Eya2 inh, USP2a inh, TRPV1 ag, uPA surface inh, ASM inhibitor, PTAP TSG101 blk, ELG1 genotoxic
CCN(C(=O)C1CCCO1)c1ccccc1 (stereo unspecified)
→ 16%, -18%, -18%, -1.0%, 8%, 0%, 0, 3%, 4%, -6%, 0%
COc1ccc(N(C(C)=O)S(=O)(=O)c2cccs2)cc1
→ -7%, 23%, -17%, -0.7%, -4%, 1%, -1, -4%, 5%, -8%, 2%
CC(Oc1ccc2c(c1)c1ccnc3c4ccccc4c(=O)n2c13)C(=O)NCCN1CCOCC1 (stereo unspecified)
→ nt, -30%, 20%, 0.8%, 7%, 2%, 0, ?, i, -1%, 7%
CCOC(=O)CSc1nc(N)c(C(=O)Nc2ccc(N(C)C)cc2)s1
→ 2%, -13%, -37%, 0.0%, -5%, 1%, 19, nt, -4%, -7%, 9%
CCSc1nnc(-c2ccc(OC)cc2)o1
→ ?, -12%, ?, -0.1%, -28%, 1%, 16, -3%, 2%, -6%, 7.1µM*
Cn1c(=O)c(C(=O)COC(=O)c2cc(C(F)(F)F)nc3ccccc23)c(N)n(Cc2ccccc2)c1=O
→ 0%, nt, nt, -1.8%, -4%, 0%, 1, nt, nt, nt, -3%
Cc1cc(C)n2nc(CC(=O)NNC(=O)c3ccc(N(C)C)cc3)nc2n1
→ 2%, 24%, 0%, 0.3%, 0%, 0%, 0, 5%, 5%, -2%, 4%
COC(=O)c1cc(OC)nc2c1c(=O)n(C)c(=O)n2C
→ -6%, 17%, -16%, 0.0%, 1%, -1%, -5, 3%, 7%, -1%, 9%
CCOc1ccccc1C(=O)NC1CCN(Cc2nnnn2C2CCCC2)CC1
→ -2%, -8%, -7%, 0.2%, 9%, 0%, -3, nt, 0%, 2%, -1%
CCOC(=O)NC1(C(F)(F)F)C(=O)N(Cc2ccccc2)C2=C1C(=O)CC(C)(C)C2 (stereo unspecified)
→ -5%, -2%, -3%[1.84 µM], -0.6%, 6%, 3%, 4, -2%, 2%, -6%, 1%
Cc1ccccc1Nc1nnc(SCC(=O)Nc2ccccc2[N+](=O)[O-])s1
→ ?, -16%, -16%, -0.3%, 1%, 2%, -4, 10%, -6%, -5%, -1%
O=C(COC(=O)CSc1nnc(-c2ccc(Cl)cc2)o1)NCc1ccc2c(c1)OCO2
→ -1%, 2%, -5%, 0.1%, -12%, 1%, 4, 4%, -1%, 1%, -1%
CCc1ccc(NC(=O)C(=O)NCC2CCCO2)cc1 (stereo unspecified)
→ 27%, 9%, ?, -0.3%, ?, 0%, ?, -23%, 3%, -3%, 17%
CCC(CO)Oc1cc(NCc2ccc(OC)cc2)c2ncn(C(C)C)c2c1 (stereo unspecified)
→ -9%, -11%, 0%, 0.4%, 4%, -1%, 22, 21%, -2%, -2%, 0%
COc1ccc(NC(=O)CCNC(=O)Cn2ccc3ccccc3c2=O)cc1Cl
→ 0%, -73%[inhibitor], -18%, -0.4%, 8%, -1%, -2, 6%, -1%, 2%, 2%

# (list continues)
# Values run as follows: p53 reactivation, a7 integrin act, BRCA1 expr act, B2AR arrestin, Eya2 inh, USP2a inh, TRPV1 ag, uPA surface inh, ASM inhibitor, PTAP TSG101 blk, ELG1 genotoxic
COc1ccc(C(=O)CSc2ncn[nH]2)cc1OC
→ 8%, -11%, 29%, 0.1%, -13%, -3%, 1, -8%, -1%, -1%, 0%
CCOc1ncccc1C(=O)NCc1ccccc1Cl
→ nt, 30%, -3%, 0.4%, -2%, 0%, 12, 31%[activator], 0%, -5%, -1%
CCc1ccc(OCCNC(=O)c2ccccc2SCc2ccccc2)cc1
→ 7%, -13%, -54%, 0.4%, 14%, -3%, 21, 4%, -10%, 1%, -8%
Nc1cc(OC(=O)c2ccccc2Br)nn1S(=O)(=O)c1ccccc1
→ -12%, -2%, 0%, -1.0%, -23%, -2%, 0, -4%, -1%, -2%, -4%
COc1ccc2[nH]cc(CCNS(=O)(=O)c3ccccc3)c2c1
→ -3%, -8%, -20%, -1.2%, 6%, 4%, 26, 7%, -2%, -1%, -1%
O=C(NC1CCCCC1)NC1(C(=O)N2CCN3CCCC3C2)CCCCC1 (stereo unspecified)
→ 15%, -4%, 29%, 0.1%, -1%, 0%, 3, 4%, 3%, -1%, 5%
Cn1nc(C(F)(F)F)c(-c2ccc(F)cc2)c1NC(=O)Nc1ccc(F)cc1
→ 2%, 9%, -37%, 0.1%, 6%, 4%, nt, 11%, -4%, -1%, -10%
CCOC(=O)Nc1cccc(OCC(=O)Nc2ccc3c(c2)CCC3)c1
→ 1%, -45%, 7%, -0.1%, -8%, 1%, nt, -8%, -3%, -5%, 2%
Cc1nnc(SC(C)C(=O)Nc2ccc3ccccc3c2)[nH]c1=O (stereo unspecified)
→ 5%, 23%, -22%, -0.2%, nt, 2%, 1, -1%, 2%, -5%, 8%
COc1cc(C)nc(Oc2ccc(OCCOc3ccccc3)nn2)n1
→ -3%, -20%, 1%, -0.1%, 9%, 1%, 0, 15%, 4%, 3%, 4%

# Compounds were not picked by outcome. About 2.6% of those tested had a hit in this group.
